Screens: PubChem, National Center for Advancing Translational Sciences (NCATS)
IL-2 act: qHTS of IL-2 Activators. activation, % (series mostly up to about 46 µM). AID 652025, 2013. IL-2 activation reporter assay, cell-based qHTS; stimulated with anti-CD3/CD4/CD28 beads; in transgenic mouse T cells. 0.065% of 360,000 active; in the data active means activation above about 50%; inconclusive means mostly about 30% to 49%; further: 0% is about no effect
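Using fluorescent plate cytometry, EGFP and DsRed are detected in transgenic mouse T cells stimulated 18 h at 37 degrees C with antibody-coated beads after 60 min compound pretreatment.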
HEK293 tox: qHTS of GLP-1 Receptor Inverse Agonists: Cytotox Screen; HEK293 cAMP-luciferase reporter cells, luminescence, 24 h; Potency, µM (titrated, usually from 38.3 µM), without a hit: at the highest dose activity change, negative = inhibition, most hits filed as inhibitors; 0.13% of 410,000 active;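 further: loss of luciferase light is scored as toxicity; potency means the concentration at half of the fitted maximal effect; on the % scale 0 is the no-effect control and ±100 the full control effect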
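1536-well qHTS counterscreen of the MLSMR; 200 cells/uL, 12 h pre-incubation, 23 nL cpd, 24 h at 37 deg C 5% CO2, luciferase detection reagent, 12 min RT, luminescence. Inhibition = undesired.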
PTHR1 ag: qHTS for PTHR1 Agonists: Primary Screen; Parathyroid hormone/parathyroid hormone-related peptide receptor (Homo sapiens), Q03431; HEK293 GP2 PTHR1 cells, GloSensor cAMP luminescence, 1 h; Potency, µM (series often up to 115 µM), inactives show at the highest dose activation, most hits filed as activators; 0.075% of 410,000 active; AID 743266, 2014; further: potency means the concentration at half of the fitted maximal effect; nearly all actives have a fitted effect of over 55% in size; some results filed as inactive show a strong effect at the top dose; inactives centre near -15; many of its hits are not listed in these tables
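HEK-293-derived GP2 cells expressing PTHR1 and a GloSensor cAMP reporter, 3,000/well, plated overnight, given luciferin plus IBMX (each 0.5 mM as added) for 1 h at 37 °C, then compound for 1 h at 37 °C. Luminescence was read after 15 min at room temperature.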
EPAC1 antag: qHTS for Antagonist of cAMP-regulated guanine nucleotide exchange factor 3 (EPAC1): primary screen; Rap guanine nucleotide exchange factor 3 (Homo sapiens), O95398; EPAC1 GEF assay, Rap1b-BODIPY-GDP exchange fluorescence; Potency, µM (highest dose often 115 µM), inactives show at the top dose activity change, negative = inhibition, hits mostly inhibitors; 0.14% of 360,000 active;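 further: potency means the concentration at half of the fitted maximal effect; plate controls were vehicle for no effect and positive control for full effect; nearly all actives have a fitted effect of over 50% in size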
GLP-1R agonist: qHTS of GLP-1 Receptor Agonists. Glucagon-like peptide 1 receptor (Homo sapiens), P43220. HEK293 GLP-1R CRE-luciferase, luminescence, 4-6 h; cells express a hypersensitive GLP-1R form. Potency, µM (titrated, usually from 45.6 µM), for inactives: top-dose activation, actives largely listed as activators. 0.007% of 380,000 active; further: potency means the concentration at half of the fitted maximal effect; % of control where 0% means no effect
Target sequence (P43220 whole entry, looked up): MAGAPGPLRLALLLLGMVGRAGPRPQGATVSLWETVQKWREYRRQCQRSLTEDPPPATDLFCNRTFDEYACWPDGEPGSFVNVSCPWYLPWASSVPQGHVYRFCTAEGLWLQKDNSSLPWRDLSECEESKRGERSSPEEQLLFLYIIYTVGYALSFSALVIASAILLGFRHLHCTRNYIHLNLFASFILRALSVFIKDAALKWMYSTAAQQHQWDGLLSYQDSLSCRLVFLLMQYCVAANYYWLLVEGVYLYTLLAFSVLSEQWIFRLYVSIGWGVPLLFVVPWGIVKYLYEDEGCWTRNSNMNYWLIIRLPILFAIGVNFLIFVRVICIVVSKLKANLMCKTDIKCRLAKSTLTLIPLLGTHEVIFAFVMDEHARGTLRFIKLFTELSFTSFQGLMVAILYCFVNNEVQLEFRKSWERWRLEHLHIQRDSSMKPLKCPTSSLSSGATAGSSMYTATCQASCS
EPAC1 ag: qHTS for Agonist of cAMP-regulated guanine nucleotide exchange factor 3 (EPAC1): primary screen; EPAC1 agonist qHTS, biochemical assay; response scale: 100% = response to 6.5 mM cAMP; Rap guanine nucleotide exchange factor 3 (Homo sapiens), O95398; 0.073% of 360,000 active; Potency, µM (highest dose often 154 µM), without a hit: at the top dose activation, hits mostly activators; further: potency means the concentration at half of the fitted maximal effect; nearly all actives have a fitted effect of over 60% in size
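Multi-concentration qHTS readout: loss of Rap1B-bound BODIPY-GDP fluorescence driven by 100 nM EPAC1 with excess GDP (50 uM), monitored kinetically at room temperature; agonist response expressed relative to 6.5 mM cAMP.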
PI5P4K alpha inh: qHTS for Inhibitors of phosphatidylinositol 5-phosphate 4-kinase (PI5P4K). AID 652105, 2013. max response, %. PI5P4Kalpha enzyme, ADP-Glo luminescence, 60 min; active compounds read low. Phosphatidylinositol 5-phosphate 4-kinase type-2 alpha (Homo sapiens), P48426. 1.2% of 330,000 active; active means max response of -50% or lower; inconclusive means between -30% and -50%; inactive means -30% or higher; further: value at the top dose of about 77 µM; on the % scale 0 is the no-effect control and ±100 the full control effect
Target sequence (P48426 whole entry, looked up): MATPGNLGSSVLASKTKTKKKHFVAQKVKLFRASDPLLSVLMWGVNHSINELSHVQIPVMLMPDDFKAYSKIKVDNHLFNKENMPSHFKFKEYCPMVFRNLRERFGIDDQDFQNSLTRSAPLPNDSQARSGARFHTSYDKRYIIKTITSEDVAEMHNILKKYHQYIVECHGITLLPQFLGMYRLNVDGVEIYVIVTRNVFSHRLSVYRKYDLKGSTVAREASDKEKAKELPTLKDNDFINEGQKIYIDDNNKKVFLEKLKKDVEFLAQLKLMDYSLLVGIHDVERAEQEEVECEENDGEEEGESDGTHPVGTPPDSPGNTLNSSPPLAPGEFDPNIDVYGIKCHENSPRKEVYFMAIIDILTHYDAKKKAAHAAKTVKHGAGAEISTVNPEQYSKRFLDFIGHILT
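ADP-Glo luminescence end-point read after a 60 min room-temperature kinase reaction of PI5P4Kalpha plus substrate, initiated with ATP at 5 microM final. Buffer: 0.038 M HEPES pH 7.4, EGTA, 0.1% CHAPS, 5% DMSO.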
GLP1R inv ag: qHTS of GLP-1 Receptor Inverse Agonists (Inhibition Mode) | HEK293 GLP-1R CRE-luciferase, luminescence, 24 h; GLP-1R form is constitutively active | Potency, µM (titrated, usually from 38.3 µM), for the others: at the top dose activity change, negative = inhibition, hits mostly inhibitors | 1.6% of 410,000 active | AID 624417, 2012; further: potency means the concentration at half of the fitted maximal effect; on the % scale 0 is the no-effect control and ±100 the full control effect; nearly all actives have a fitted effect of over 55% in size
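Inverse agonism was detected as reduced cAMP-driven luciferase luminescence after 24 h compound treatment. The cells were HEK293 clones expressing constitutively active human GLP-1R with the reporter. Reporter-only and GPR119 cell lines served as counterscreen controls.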
PLK1 PBD block: qHTS for Inhibitors of PLK1-PDB (polo-like kinase 1 - polo-box domain): Primary Screen; Plk1 PBD binding of FITC phosphopeptide, fluorescence polarization; Potency, µM, for inactives: max response, negative = inhibition, most hits filed as inhibitors; 2.8% of 360,000 active; further: potency means the concentration at half of the fitted maximal effect; series mostly up to about 57 µM; on the % scale 0 is the no-effect control and ±100 the full control effect; nearly all actives have a fitted effect of over 65% in size
Starred values were filed as active, the others as inactive; [ ] = another dose, or the depositor's remark. Unless noted, the call rests on the fitted dose curve; in most records, active means well fitted curve in the direction sought with a large enough effect; inconclusive means small, poorly fitted or top-dose-only effect, or another doubt; inactive means no such curve, though single readings can be large; an effect the other way counts as inactive or inconclusive.

`N#Cc1c(NCCN)nc(NCc2ccccc2)c2c1CCN(Cc1ccccc1)C2` gave IL-2 act -3.7, HEK293 tox 24%, PTHR1 ag -24%, EPAC1 antag -17%, GLP-1R agonist -13%, EPAC1 ag 2%, PI5P4K alpha inh -17, GLP1R inv ag inconclusive and PLK1 PBD block -16%.
Cc1cccc(C(=O)NC2CCN(C(=O)N3CCOCC3)CC2)c1 was read as IL-2 act 4.0, HEK293 tox 18%, PTHR1 ag -21%, EPAC1 antag 6%, GLP-1R agonist 5%, EPAC1 ag 0%, GLP1R inv ag 62%[activator] and PLK1 PBD block -1%.
Cc1ccc(N2CC(=O)N(CC(=O)O)C2=O)cc1 was read as IL-2 act -0.1, HEK293 tox -1%, PTHR1 ag -6%, EPAC1 antag 4%, GLP-1R agonist -1%, EPAC1 ag -2%, PI5P4K alpha inh 4, GLP1R inv ag 14% and PLK1 PBD block -10%.
Screening Cc1ccc(C2=NS(=O)(=O)N(C)C(C(=O)N3CCOCC3)=C2)cc1 returned IL-2 act -1.0, HEK293 tox -1%, PTHR1 ag -17%, EPAC1 antag -27%, GLP-1R agonist -5%, EPAC1 ag -4%, PI5P4K alpha inh 10, GLP1R inv ag 19% and PLK1 PBD block 6%.
`COc1ccc(NC(=O)COC(=O)[C@@H](NC(=O)c2c(F)cccc2F)C(C)C)cc1` gave IL-2 act -0.2, HEK293 tox 2%, PTHR1 ag inactive, EPAC1 antag -17%, GLP-1R agonist 10%, EPAC1 ag -4%, PI5P4K alpha inh -5, GLP1R inv ag -5% and PLK1 PBD block 0%.
For CCNc1nc2nc3ccc(C)cn3c(=O)c2cc1C(=O)NCC1CCCO1 (stereo not drawn) the results were IL-2 act 1.0, HEK293 tox 388%[activator], PTHR1 ag -9%, EPAC1 antag 4%, GLP-1R agonist -3%, EPAC1 ag 7%, PI5P4K alpha inh 7, GLP1R inv ag 13% and PLK1 PBD block -1%.
Screening Cn1c(SCC(=O)Nc2nc3c(s2)CCCC3)nnc1-c1ccccc1 returned IL-2 act -2.5, HEK293 tox 2%, PTHR1 ag inactive, EPAC1 antag 21%, GLP-1R agonist 0%, EPAC1 ag -6%, GLP1R inv ag -2% and PLK1 PBD block -6%.
Screening COc1ccc(CSc2n[nH]c(C)n2)cc1[N+](=O)[O-] returned IL-2 act 0.2, HEK293 tox -7%, PTHR1 ag inactive, EPAC1 antag 4%, GLP-1R agonist -3%, EPAC1 ag -9%, PI5P4K alpha inh 0, GLP1R inv ag 8% and PLK1 PBD block 4%.
Screening O=C(/C=C/c1cn(-c2ccccc2)nc1-c1ccc2c(c1)OCCO2)NCCCN1CCOCC1 returned IL-2 act -1.6, HEK293 tox inconclusive, PTHR1 ag inactive, EPAC1 antag -24%, GLP-1R agonist 14%, EPAC1 ag 5%, PI5P4K alpha inh 6, GLP1R inv ag inconclusive and PLK1 PBD block 4%.
For CN1/C(=C\C(=S)Nc2ccccc2)C(C)(C)c2ccccc21 the results were IL-2 act -3.3, HEK293 tox inconclusive, PTHR1 ag -24%, EPAC1 antag 6%, GLP-1R agonist 12%, EPAC1 ag 11%, PI5P4K alpha inh 1, GLP1R inv ag 11µM* and PLK1 PBD block -24%.
`NC(=O)c1cc[n+](Cc2ccc([N+](=O)[O-])cc2)cc1` gave IL-2 act 0.1, HEK293 tox -14%, PTHR1 ag inactive, EPAC1 antag 1%, GLP-1R agonist 1%, EPAC1 ag 10%, PI5P4K alpha inh -3, GLP1R inv ag 0% and PLK1 PBD block -13%.
For Cc1ccc(N2C(=O)CC(N(CCc3ccccc3)C(=S)Nc3ccc(N(C)C)cc3)C2=O)cc1 (stereo not drawn) the results were IL-2 act 1.5, HEK293 tox -31%, PTHR1 ag inactive, EPAC1 antag 8%, GLP-1R agonist 0%, EPAC1 ag 7%, PI5P4K alpha inh 2, GLP1R inv ag 4µM* and PLK1 PBD block 0%.
Screening NC1=NS(=O)(=O)NC1c1ccc(Cl)cc1 (stereo not drawn) returned IL-2 act -2.3, HEK293 tox -2%, PTHR1 ag 0%[57.5 µM], EPAC1 antag 3%, GLP-1R agonist -5%, EPAC1 ag -1%, PI5P4K alpha inh 2, GLP1R inv ag 0% and PLK1 PBD block -4%.
`CCO[C@@H]1OC(C(=O)NC2CC2)=C[C@H](C(C)(C)C)[C@H]1CCCO` gave IL-2 act 2.6, HEK293 tox 4%, PTHR1 ag -14%, EPAC1 antag -6%, GLP-1R agonist 16%, EPAC1 ag 0%, PI5P4K alpha inh 1, GLP1R inv ag 7% and PLK1 PBD block -10%.
CC(=O)Nc1cccc(NC(=O)C2CCCN2C(=O)Nc2ccccc2C)c1 (stereo not drawn) was read as IL-2 act -0.6, HEK293 tox -1%, PTHR1 ag -15%[57.5 µM], EPAC1 antag 5%, GLP-1R agonist -1%, EPAC1 ag 4%, GLP1R inv ag 1% and PLK1 PBD block -10%.
Screening COc1ccc(N(CC(=O)Nc2ccc(OC)c(OC)c2)S(=O)(=O)c2ccccc2)cc1Cl returned IL-2 act 0.4, HEK293 tox -8%, PTHR1 ag 24%, EPAC1 antag -19%, GLP-1R agonist 2%, EPAC1 ag 16%, PI5P4K alpha inh -2, GLP1R inv ag -15% and PLK1 PBD block -15%.
O=S1(=O)c2ccccc2OC(COCc2ccccc2)CN1C1CC1 (stereo not drawn) was read as IL-2 act -0.6, HEK293 tox 10%, PTHR1 ag inactive, EPAC1 antag -13%, GLP-1R agonist -2%, EPAC1 ag -7%, PI5P4K alpha inh 8, GLP1R inv ag inconclusive and PLK1 PBD block -3%.
`CC(=O)c1ccc(N(C(=O)c2ccco2)C(C(=O)NC2CCCC2)c2cccs2)cc1` (stereo not drawn) gave IL-2 act -0.4, HEK293 tox -5%, PTHR1 ag -14%, EPAC1 antag 2%, GLP-1R agonist 9%, EPAC1 ag 8%, PI5P4K alpha inh 2, GLP1R inv ag 8% and PLK1 PBD block -7%.
`O=C(CN1CCN(S(=O)(=O)c2cc(Cl)ccc2Cl)CC1)Nc1cccc(F)c1` gave HEK293 tox -3%, PTHR1 ag -20%, GLP-1R agonist 7% and GLP1R inv ag inconclusive.
Screening COCC1CCCN(Cc2nc(Cc3ccccc3)no2)C1 (stereo not drawn) returned IL-2 act 0.7, HEK293 tox 17%, PTHR1 ag -12%, EPAC1 antag 0%, GLP-1R agonist 3%, EPAC1 ag -2%, PI5P4K alpha inh 8, GLP1R inv ag 0% and PLK1 PBD block -11%.

As a working copy, part of the list above:
`CC(=O)c1ccc(N(C(=O)c2ccco2)C(C(=O)NC2CCCC2)c2cccs2)cc1` (stereo not drawn) gave IL-2 act -0.4, HEK293 tox -5%, PTHR1 ag -14%, EPAC1 antag 2%, GLP-1R agonist 9%, EPAC1 ag 8%, PI5P4K alpha inh 2, GLP1R inv ag 8% and PLK1 PBD block -7%.
`O=C(CN1CCN(S(=O)(=O)c2cc(Cl)ccc2Cl)CC1)Nc1cccc(F)c1` gave HEK293 tox -3%, PTHR1 ag -20%, GLP-1R agonist 7% and GLP1R inv ag inconclusive.
Screening COCC1CCCN(Cc2nc(Cc3ccccc3)no2)C1 (stereo not drawn) returned IL-2 act 0.7, HEK293 tox 17%, PTHR1 ag -12%, EPAC1 antag 0%, GLP-1R agonist 3%, EPAC1 ag -2%, PI5P4K alpha inh 8, GLP1R inv ag 0% and PLK1 PBD block -11%.

More records follow:
`Cc1cccc(Nc2ccc3nonc3c2[N+](=O)[O-])c1C` gave IL-2 act -1.2, HEK293 tox 0%, PTHR1 ag -5%, EPAC1 antag -18%, GLP-1R agonist 4%, EPAC1 ag -2%, PI5P4K alpha inh -4, GLP1R inv ag -15% and PLK1 PBD block 2%.
For O=C(Nc1ccc(N2CCOCC2)cc1)c1cccc2c(Br)cccc12 the results were IL-2 act -0.8, HEK293 tox -3%, PTHR1 ag -1%, EPAC1 antag 1%, GLP-1R agonist 0%, EPAC1 ag 8%, PI5P4K alpha inh -9, GLP1R inv ag 8% and PLK1 PBD block -5%.
Screening CCOc1ccc(N2Nc3n[nH]c(N)c3N2)cc1 returned IL-2 act -4.1, HEK293 tox inconclusive, PTHR1 ag inactive, EPAC1 antag 15%, GLP-1R agonist 10%, EPAC1 ag -4%, PI5P4K alpha inh -4, GLP1R inv ag 18% and PLK1 PBD block -6%.
Screening COc1cc2oc(=O)cc(C)c2c(OC)c1OC returned IL-2 act 0.5, HEK293 tox 4%, PTHR1 ag inactive, EPAC1 antag -13%, GLP-1R agonist 14%, EPAC1 ag 6%, PI5P4K alpha inh -1, GLP1R inv ag 21% and PLK1 PBD block -16%.
`O=C(N/N=C/c1ccncc1)C1C2CCCCCCC21` (stereo not drawn) gave IL-2 act 9.7, HEK293 tox -10%, PTHR1 ag inactive, EPAC1 antag 6%, GLP-1R agonist 8%, EPAC1 ag -14%, PI5P4K alpha inh 5, GLP1R inv ag -9% and PLK1 PBD block 2%.
`CCOc1ccc(Br)cc1CC(=O)O` gave IL-2 act -1.7, HEK293 tox -5%, PTHR1 ag inactive, EPAC1 antag -4%, GLP-1R agonist -15%, EPAC1 ag 10%, PI5P4K alpha inh -8, GLP1R inv ag 0% and PLK1 PBD block -6%.

Not all compounds are listed. The share of hits here may be higher or lower than overall.
